Bioassay records as filed in PubChem.
CASP6 VEID inh: caspase-6 (human) enzyme inhibition; inhibition, % at 12.5 µM; hit rate 0.53% among 350,000; purified caspase-6, Z-VEID-R110 cleavage fluorescence; P55212;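 active = mean inhibition across replicates at least about 35%, with every replicate also reaching that limit, limit read from the data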;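 note: 0% = median of neutral control wells and 100% = no fluorescence left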
Target sequence (P55212 24-179 limits assumed): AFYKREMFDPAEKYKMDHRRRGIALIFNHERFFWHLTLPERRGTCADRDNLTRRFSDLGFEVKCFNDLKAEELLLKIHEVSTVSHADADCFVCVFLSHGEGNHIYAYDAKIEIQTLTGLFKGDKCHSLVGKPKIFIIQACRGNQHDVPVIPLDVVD
Target sequence (P55212 194-293 limits assumed): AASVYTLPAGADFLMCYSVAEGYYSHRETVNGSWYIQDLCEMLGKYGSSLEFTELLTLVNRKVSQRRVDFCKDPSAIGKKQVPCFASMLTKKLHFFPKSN
LGR2 antag: Drosophila LGR2 receptor signaling inhibition. inhibition, % at 9.99 µM. AID 720647. HEK293 LGR2, CRE-luciferase, bursicon-stimulated, 4 h. hit rate 0.35% among 380,000;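 active = drop in luminescence signal, shown as inhibition above about 50% in the replicate tests, limit read from the data, passing the limit was not always enough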;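 note: agonist challenge used bursicon conditioned medium at about half maximal strength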
S100A4 inh HTS: inhibitors of human S100A4 binding to myosin IIA peptide; S100A4/TAMRA-MyoIIA peptide fluorescence polarization; inhibition, % at 10.7 µM; P26447; AID 652163; hit rate 0.14% among 360,000;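 active = mean inhibition of at least 70% across replicates, with every replicate also reaching that level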
Target sequence (P26447 whole entry, looked up): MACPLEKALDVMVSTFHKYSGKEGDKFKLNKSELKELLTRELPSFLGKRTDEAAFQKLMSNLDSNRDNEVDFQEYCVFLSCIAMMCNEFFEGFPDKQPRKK
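Test system: S100A4 monomer protein. Medium: HEPES buffer with Ca2+, pH 7.2. Reagent: fluorescent myosin IIA peptide, 5 nM. Compound dosing: single-point compound testing. Timing: 5 min between mix addition and reading. Benchmarks: DMSO neutral and TFP positive wells.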
esBAF inh: SWI/SNF esBAF complex inhibition. mouse ES cells, Bmi1-luciferase knock-in reporter, 24 h; 100% = twice the neutral-well signal. reporter increase, % at 12.5 µM. hit rate 2% among 350,000. AID 602393; in the data active = activation above about 40%;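 note: 0% = median of the plate's neutral control wells and 100% = double that signal; a rise in the Bmi1 reporter signal indicates esBAF inhibition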
FN deposit inh: fibronectin deposition inhibition; AH1F fibroblasts, Alexa488-fibronectin deposition fluorescence, overnight; inhibition, % at 12.6 µM; hit rate 0.086% among 350,000; AID 743247;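 active = mean inhibition across replicates of 30% or more, regardless of how many single replicates reach that level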;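 note: positive control wells lacked labelled fibronectin entirely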
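Test system: AH1F fibroblast monolayer depositing Alexa488-labelled fibronectin into matrix. Input: 10000 cells per well. Technique: fluorescence, ex 485 nm, em 525 nm. Buffer or medium: DMEM plus 2% serum, read in PBS. Timing: 1 h cell adhesion before compound, then overnight fibronectin incubation. Compound: single dose, pinned. Read-out basis: inhibition from reduced deposited-fibronectin fluorescence.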
C2C12 statin: protects C2C12 myotubes from simvastatin toxicity | AID 602340 | ATP luminescence, 48 h; scaled: DMSO 0, geranylgeraniol control 100 | rescue of ATP level, % at 7.49 µM | hit rate 0.78% among 330,000;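 active = mean ATP rescue above about 67%, or every replicate alone reaching that limit, limit read from the data, passing the limit was not always enough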;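 note: myotubes were challenged with 10 µM simvastatin during compound exposure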
SIRT5 inh: sirtuin-5 (human) deacylase inhibition; hit rate 1.1% among 330,000; inhibition, % at 15 µM; Q9NXA8; Purified SirT5, succinyl-peptide AMC, trypsin-coupled fluorescence; in the data active = inhibition above about 15%
Target sequence (Q9NXA8 whole entry, looked up): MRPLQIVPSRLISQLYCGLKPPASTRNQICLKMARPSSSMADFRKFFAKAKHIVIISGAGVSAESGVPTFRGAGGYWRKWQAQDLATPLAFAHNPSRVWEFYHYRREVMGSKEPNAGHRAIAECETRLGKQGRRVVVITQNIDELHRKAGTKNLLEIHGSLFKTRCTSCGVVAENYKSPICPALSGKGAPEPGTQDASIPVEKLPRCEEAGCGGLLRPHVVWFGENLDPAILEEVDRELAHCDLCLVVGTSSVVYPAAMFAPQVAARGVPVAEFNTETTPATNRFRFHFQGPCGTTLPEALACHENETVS
Active calls of the source: *; nt = no result given; & = joins results of further samples. Some of the compounds tested, so the mix of outcomes need not match the whole.

SMILES	CASP6 VEID inh	LGR2 antag	S100A4 inh HTS	esBAF inh	FN deposit inh	C2C12 statin	SIRT5 inh
COc1ccc2oc(C(=O)CCC(=O)O)c(N)c2c1	2	12	-2	-5	-2	-6	-3
Cn1c(-c2ccc3nc(N)sc3c2)nc2cc(N)ccc21	nt	nt	nt	27	-54	1	nt
COc1ccc2c3c(n(C)c2c1)[C@@H](CO)N(Cc1ccncc1)CC31CN(C(=O)C2CCCC2)C1	-2	1	5	nt	nt	nt	2
COCc1cn(CC[C@H]2CC[C@@H](NC(=O)c3ccccc3)[C@H](CO)O2)nn1	0	2	-10	-1	nt	1	-10
C[C@H]1CN([C@@H](C)CO)C(=O)c2cc(NC(=O)CCC(F)(F)F)ccc2O[C@H]1CN(C)Cc1ccncc1	3	-2	-34	-3	nt	7	-1
COc1ccc(S(=O)(=O)Nc2ccc3c(c2)C(=O)N([C@H](C)CO)C[C@@H](C)[C@@H](CN(C)S(=O)(=O)c2cn(C)cn2)O3)cc1	-1	12	-3	-2	nt	26	-5
C[C@@H]1CN([C@H](C)CO)C(=O)c2cc(N(C)C)ccc2O[C@@H]1CN(C)Cc1ccc(C(=O)Nc2ccccc2N)cc1	0	nt	6	-16	nt	-89	nt
N#Cc1c(C(F)(F)F)cc(-c2cccs2)nc1SCc1cccnc1	nt	nt	nt	-1	-2	-41	nt
COc1ccc(CNC(=O)CN(c2ccc(C)cc2)S(=O)(=O)c2c(C)nn(C)c2C)cc1	0	6	6	-3	0	-3	-3
CCCc1ccc(C(=O)CCC(=O)NNC(=O)c2ccncc2)cc1	-2	6	-1	3	10	-2	-1
CC1CC(C)CN(CCCNC(=O)C2CCCN(S(=O)(=O)N3CC(C)CC(C)C3)C2)C1 (stereo not given)	-4	4	0	1	11	-13	-1
Cc1ccc(-c2cccc(CN3CCN(C(C)C)C(CCO)C3)c2)o1 (stereo not given)	-9	45	-1	nt	2	nt	-1
O=C(COC(=O)COc1ccccc1)Nc1ncc([N+](=O)[O-])s1	33	5	-3	1	2	10	2
C/C=C/c1ccc([C@@H]2[C@@H](CO)N(CC3CCCC3)C23CN(S(=O)(=O)CC)C3)cc1	-2	2	18	nt	-1	nt	4
O=[N+]([O-])c1ccc(O)c(P(=O)(c2ccccc2)c2ccccc2)c1	1	-7	0	6	3	4	-2
Cc1ccc(CN2CCNC(=O)C2CC(=O)O)o1 (stereo not given)	0	-14	0	-1	2	2	-14
C=C(C)Cn1c2ccc(NC(=O)CCOCC)cc2c(=O)n1C	0	32	-3	-9	-7	-3	nt
Cc1ccccc1C(=O)Nc1cccc(C(=O)N/N=C/c2cc(Cl)cc([N+](=O)[O-])c2O)c1	14	4	-28	nt	7	nt	4
COc1ccc(NC(=O)Cc2ccsc2)cc1S(=O)(=O)N1CCOCC1	-1	-1	16	1	-3	22	0
COc1ccc(S(=O)(=O)N(C)C[C@H]2Oc3ccc(NS(C)(=O)=O)cc3CC(=O)N([C@H](C)CO)C[C@@H]2C)cc1	2	-9	-18	3	nt	10	4
Cc1noc(C)c1C(=O)NCc1ccccc1F	2	-26	1	-9	4	4	-1
OC(c1ccccc1)(c1nc(-c2cc(F)cc(F)c2)cs1)C(F)(F)F (stereo not given)	6	21	4	8	8	-9	-1
Cc1cc(NN=Cc2ccccn2)nc2ccccc12	-12	-9	0	nt	-8	nt	nt
Cc1n[nH]c(C)c1S(=O)(=O)N1CCN(S(=O)(=O)c2cccc(F)c2)CC1	1	17	-1	-1	3	-2	-1
C[C@@]12C(=O)N(c3cccc(F)c3)C(=O)N1[C@@H]1c3ccccc3OC[C@@H]1[C@H]2c1ccccc1	1	22	-1	-8	-13	-8	nt
O=C(Nc1ccc2c(c1)OCO2)N[C@H]1CC[C@H](CCNC(=O)C2CCCC2)O[C@H]1CO	-1	7	-20	-1	-4	0	1
CCn1ccnc1CC1COc2ccccc2O1 (stereo not given)	4	5	2	5	nt	3	-4
Nc1ncnc2c1ncn2[C@@H]1O[C@H](C(=O)N2CCC[C@@H]2C(=O)OCc2ccccc2)[C@@H](O)[C@H]1O	0	-3	1	3	2	7	-5
Cc1ccccc1/C=N/n1c(C2CCCCC2)n[nH]c1=S	-7	2	-4	-2	-2	-17	0
Cc1ccc(S(=O)(=O)Oc2ccccc2/C=N/O)cc1	3	-10	-12	-10	-12	12	-1
C[C@@H]1CN([C@H](C)CO)C(=O)c2cccc(NS(=O)(=O)c3ccc(Cl)cc3)c2O[C@@H]1CN(C)S(C)(=O)=O	1	8	-21	2	nt	nt	3
CC1(C)CCC[C@]2(C)[C@H]3Cc4cc(O)ccc4O[C@]3(C)CC[C@@H]12	14	-6	-2	9	16	24	nt
C[C@H](CO)N1C[C@H](C)[C@H](CN(C)C(=O)CN(C)C)Oc2cc(C#C[C@@H](C)O)ccc2S1(=O)=O	-3	-7	-20	-3	nt	3	-2
CCc1nc2c(OCc3cccc(OC)c3)cccn2c1N(C)C(=O)c1ccccc1F	0	17	-4	5	2	-14	nt
COc1ccccc1NC(=O)CSC1=NC(=O)C(Cc2ccccc2)C(=O)N1 (stereo not given)	8	6	-4	-2	-4	5	1
Cc1ccc(C(C(=O)NC2CCCC2)N(C(=O)c2csnn2)C2CC2)cc1 (stereo not given)	0	5	-1	-4	4	4	-1
CCCCNC(=S)NNC(=O)c1ccco1	nt	nt	nt	2	2	-13	nt
CCOc1ccc(CN(C)C(=O)CNC(=O)Cc2cccc3ccccc23)cc1	-1	6	1	2	0	16	0
O=C(CSc1oc(-c2ccco2)nc1S(=O)(=O)c1ccc(Cl)cc1)NCC1CCCO1 (stereo not given)	nt	nt	nt	25	-9	10	nt
C[C@@H]1CCCCO[C@H](CN(C)Cc2ccc(C(F)(F)F)cc2)[C@H](C)CN([C@H](C)CO)C(=O)c2cc(NC(=O)Nc3ccccc3)ccc2O1	nt	5	nt	-10	15	nt	nt
Cc1cc2ccccc2n1CCNC(=O)Cc1ccccc1	1	-1	41	20	5	-9	-4
COc1ccc(N2C(=O)CC2(C#N)c2ccc(OCc3ccccc3)cc2)cc1 (stereo not given)	1	0	1	nt	3	nt	2
Cc1noc(C)c1NC(=O)Nc1ccc2c(c1)C(=O)N([C@H](C)CO)C[C@H](C)[C@H](CN(C)S(C)(=O)=O)OCCCC[C@H](C)O2	-2	21	-2	0	nt	nt	3
O=C(CNCc1ccc(Cl)cc1)Nc1cc(S(=O)(=O)N2CCCC2)ccc1Cl	1	-12	-10	-10	7	2	-8
CC(C)(C)C1CCC(=O)N2CCC[C@]2(c2ccccc2)C1 (stereo not given in full)	0	-16	-1	nt	-7	nt	-2
O=C(CN1CCCCCC1)Nc1ccc(Br)cc1Br	nt	nt	nt	57*	-17	-11	nt
O=C(Cc1ccccc1)Nc1cccc(N2CCCC2)c1	nt	21	nt	-5	-15	17	nt
COc1ccc2nc(NC(=O)CSc3nnc(N)s3)sc2c1	0	-37	-1	nt	2	nt	-2
COc1ccc(NC(=O)CN(C)C(=O)c2c(-c3c(F)cccc3Cl)noc2C)cc1	2	4	-5	-6	-1	14	-6
COc1ccc2c(c1)c(C(=O)CN1CCN(Cc3ccccc3)CC1)c(C)n2C	-5	12	-10	nt	2	nt	-1
CC(/C=N/NC(=O)CNc1n[nH]c(=O)[nH]c1=O)c1ccccc1 (stereo not given)	-7	3	-1	1	3	-4	0
CC1(C)Cc2ccccc2-c2nnc(C(F)(F)F)n21	2	nt	3	nt	2	nt	-1
CC(=O)NC1=NN(C(C)=O)C(c2ccccc2)S1 (stereo not given)	4	nt	-2	3	-1	-11	-1
CC(Oc1cccc(Cl)c1)C(=O)Nc1ccc(S(=O)(=O)Nc2ncccn2)cc1 (stereo not given)	2	-5	2	4	5	9	-2
C[C@@H]1CN([C@H](C)CO)C(=O)Cc2cc(NC(=O)CCCN(C)C)ccc2O[C@@H]1CN(C)S(=O)(=O)c1ccc(Cl)cc1	-8	8	5	-2	nt	5	-5
O=C(O)Cn1nnc(-c2ccccc2)c1COc1ccccc1	-4	10	-2	1	5	-37	nt
CC(=O)C1=C(C)NC(=O)CC1c1ccc(Br)cc1 (stereo not given)	2	nt	2	nt	-3	nt	-1
O=C(NCCc1ccc(Cl)cc1)c1ccc(OCC2CCCO2)cc1 (stereo not given)	-2	-41	1	34	-8	-9	-2
C(=N\N1CCN(C(c2ccccc2)c2ccccc2)CC1)/c1ccc2c(c1)OCO2	-1	11	-2	4	-17	2	-2
CN1CCOc2c1cnn(CCO)c2=O	-2	10	13	nt	0	nt	-5

Arranged by length of the SMILES (falling): some entries from above.
SMILES	CASP6 VEID inh	LGR2 antag	S100A4 inh HTS	esBAF inh	FN deposit inh	C2C12 statin	SIRT5 inh
O=C(NCCc1ccc(Cl)cc1)c1ccc(OCC2CCCO2)cc1 (stereo not given)	-2	-41	1	34	-8	-9	-2
O=C(CN1CCCCCC1)Nc1ccc(Br)cc1Br	nt	nt	nt	57*	-17	-11	nt
CN1CCOc2c1cnn(CCO)c2=O	-2	10	13	nt	0	nt	-5

The list continues:
SMILES	CASP6 VEID inh	LGR2 antag	S100A4 inh HTS	esBAF inh	FN deposit inh	C2C12 statin	SIRT5 inh
CCOC(=O)N1CCN(C(=O)c2cc(-c3ccc(OCC)cc3)nc3ccccc23)CC1	nt	-67	nt	21	1	-114	nt
Cc1[nH]c2ccccc2c1/C=C(\C#N)C(=O)NC(C)c1ccccc1 (stereo not given)	nt	7	nt	8	-1	-28	nt
CCCc1cc(-c2n[nH]c(=S)n2C(C)c2ccccc2)cs1 (stereo not given)	nt	nt	nt	0	1	25	nt
Cc1cc(CNC(=O)c2ccc3oc(C(C)C)nc3c2)nn1C	0	-3	-18	5	1	-3	-1
COc1ccc(Br)cc1CN(C)C(=O)Cc1ccc(OC)c(S(=O)(=O)N2CCOCC2)c1	-1	nt	8	-3	-1	2	-1
CCCC#Cc1cnc2c(c1)C(=O)N([C@@H](C)CO)C[C@H](C)[C@H](CN(C)Cc1ccccc1F)O2	nt	14	nt	1	nt	5	nt
COCC(=O)N1CC2(C1)[C@H](c1ccc(-c3cccc(C)c3)cc1)[C@@H](CO)N2C(=O)C1CC1	-1	-19	-3	nt	nt	nt	-2
C[C@H]1CN([C@@H](C)CO)C(=O)CCCn2cc(nn2)CO[C@@H]1CN(C)C(=O)Nc1ccc(F)cc1	-3&2&0	6&16	2&-4&14	-1&-2&0	3&-8	2&-8&-2	-1&3&-2
CCCN1C[C@H](C)[C@H](OC)CN(C)C(=O)c2ccc(NC(=O)c3ccc(F)cc3)cc2OC[C@H]1C	nt	-1	nt	2	-7	-1	nt
CC(C)OCCCNCc1cccs1	nt	-16	nt	2	nt	-2	nt
Cc1ccc(CN2C(=O)C[C@@H](NC(=O)OCC3c4ccccc4-c4ccccc43)C/C=C\C2c2ccc(C)cc2)cc1 (stereo not given in full)	-3	-3	1	-2	-1	9	-2
CC(=O)c1c(C(C)=O)c(C)n(Cc2ccccc2)c1C	nt	6	nt	6	4	9	nt
CCC(=O)N1CCc2cc(S(=O)(=O)CCC(=O)Nc3ccc(C(C)=O)cc3)ccc21	2	2	1	-4	26	-12	-1
C/C=C(/C)C(=O)O[C@@H]1[C@H](OC(C)=O)c2c(ccc3ccc(=O)oc23)OC1(C)C	1	0	0	-2	11	-8	nt
O=C(/C=C/c1cccc([N+](=O)[O-])c1)N1CCN(c2ccccn2)CC1	-2	-17	-4	-8	4	3	-1
CC(=O)NC[C@@H]1[C@H](c2ccc(-c3cccc(F)c3)cc2)[C@H](CO)N1C(C)=O	2	6	12	-1	nt	3	-2

2 entries drawn at random from those above:
SMILES	CASP6 VEID inh	LGR2 antag	S100A4 inh HTS	esBAF inh	FN deposit inh	C2C12 statin	SIRT5 inh
CC(=O)c1c(C(C)=O)c(C)n(Cc2ccccc2)c1C	nt	6	nt	6	4	9	nt
CCCC#Cc1cnc2c(c1)C(=O)N([C@@H](C)CO)C[C@H](C)[C@H](CN(C)Cc1ccccc1F)O2	nt	14	nt	1	nt	5	nt
